D1 ag – human D1 receptor agonism | P21728 | HEK293 T-REx D1 cells, calcium flux, agonist mode | activation, % at 2 µM | 360,000 tested, 1% active; in the data active means activation above about 30%; further: 0% is about no effect
Target sequence (P21728 whole entry, looked up): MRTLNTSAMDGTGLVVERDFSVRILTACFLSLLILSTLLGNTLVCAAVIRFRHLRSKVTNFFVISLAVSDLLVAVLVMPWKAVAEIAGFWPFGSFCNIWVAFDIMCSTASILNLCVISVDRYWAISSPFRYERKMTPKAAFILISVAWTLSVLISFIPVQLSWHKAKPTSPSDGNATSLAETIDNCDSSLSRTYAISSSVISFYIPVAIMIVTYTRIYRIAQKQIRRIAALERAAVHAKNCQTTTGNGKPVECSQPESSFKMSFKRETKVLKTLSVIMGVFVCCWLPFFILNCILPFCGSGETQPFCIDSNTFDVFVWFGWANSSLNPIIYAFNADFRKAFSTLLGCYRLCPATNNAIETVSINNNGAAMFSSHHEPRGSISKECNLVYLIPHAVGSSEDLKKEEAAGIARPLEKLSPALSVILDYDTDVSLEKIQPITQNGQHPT
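Agonism was scored from calcium flux recorded over 180 s (1 read/s) after pintool compound addition, following a 10-cycle baseline. Cells were inducible force-coupled HEK293 TREx D1, plated overnight at 30 C and loaded with no-wash calcium dye.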
RXFP1 antagonist – RXFP1 (human) relaxin receptor antagonism. Q9HBX9. HEK293-RXFP1, relaxin-stimulated cAMP HTRF, 30 min; hits give low values. activity change, negative = inhibition, % at 57.5 µM. 350,000 tested, 0.59% active;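 active means activity change of -60% or lower, but not beyond a set lower limit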; further: on the % scale 0 is the no-effect control and ±100 the full control effect
TRHR PAM – allosterically enhances the human TRH receptor. P34981. TRHR cells, fluo-8 calcium fluorescence, EC20 TRH enhancement. enhancement, % at 2 µM. 360,000 tested, 0.66% active; in the data active means enhancement above about 30%; further: 0% is about no effect
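Enhancer read-out: after compound pinning and an initial kinetic agonist-mode read, an EC20 of TRH (10 nM final) was injected and fluo-8 calcium signal (Ex 480/Em 530) followed at 1 s/cycle for 100 cycles in TRHR-expressing cells.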
D2 potentiator – positively modulates the human D2 dopamine receptor allosterically | 340,000 tested, 0.34% active | AID 485347 | potentiation, % at 10 µM | P14416 | HEK293 T-REx D2, calcium flux, EC20 dopamine potentiation;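 active means potentiation over 3 SD above the plate norm, cut at about 30% in these data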; further: 0% is about no effect
Target sequence (P14416 whole entry, looked up): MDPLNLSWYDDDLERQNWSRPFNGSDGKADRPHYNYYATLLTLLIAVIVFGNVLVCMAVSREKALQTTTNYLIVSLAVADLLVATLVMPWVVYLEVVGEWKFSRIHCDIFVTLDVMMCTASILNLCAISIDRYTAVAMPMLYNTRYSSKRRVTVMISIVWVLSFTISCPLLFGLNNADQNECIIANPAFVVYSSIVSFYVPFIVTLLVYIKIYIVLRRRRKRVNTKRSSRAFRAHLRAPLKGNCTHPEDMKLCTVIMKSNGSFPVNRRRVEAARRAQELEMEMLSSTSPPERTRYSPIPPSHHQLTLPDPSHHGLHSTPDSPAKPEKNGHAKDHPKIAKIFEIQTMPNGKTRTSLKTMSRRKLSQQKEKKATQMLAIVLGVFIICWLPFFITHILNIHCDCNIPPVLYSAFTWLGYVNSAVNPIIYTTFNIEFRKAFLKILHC
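Potentiation of an EC20 dopamine calcium response measured kinetically over 180 s, after a preceding 180 s compound-only read flagging agonists. Cells: inducible Hek293 Trex D2 line, 4000/well, cultured overnight at 30 C before dye loading.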
D1 PAM – human D1 dopamine receptor positive modulation; P21728; HEK293 TREx D1 cells, calcium flux, dopamine EC20 potentiation; potentiation, % at 10 µM; 360,000 tested, 0.036% active; in the data active means potentiation above about 30%; further: 0% is about no effect
D2 ag – activates the human D2 dopamine receptor | HEK293 T-REx D2 cells, calcium flux agonist mode | activation, % at 2 µM | 340,000 tested, 0.53% active | AID 485358;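 active means activation over 3 SD above normal in the single-dose calcium agonist read, cut at about 30% in these data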; further: 0% is about no effect
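In this primary screen, compounds producing a positive calcium signal within 180 s of addition to tetracycline-induced, force-coupled HEK293 Trex D2 cells are flagged; cells are dye-loaded with a no-wash calcium kit beforehand.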
RXFP1 agonist – agonists of human relaxin receptor RXFP1; Q9HBX9; HEK293T-RXFP1 cAMP TR-FRET, 30 min; response scale: percent of porcine relaxin response, buffer zero; Potency, µM (doses to about 57.5 µM), for inactives: at the highest dose activation, hits mostly activators; 370,000 tested, 0.3% active; AID 2676; active means well fitted activation curve with a large enough effect; further: potency means the concentration at half of the fitted maximal effect; on the % scale 0 is the no-effect control and ±100 the full control effect; nearly all actives have a fitted effect of over 60% in size; many of its hits are not listed in these tables
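HEK293 cells stably expressing RXFP1, treated 30 min at 37C with compounds plus PDE4 inhibitor Ro 20174; cAMP measured by HTRF TR-FRET. Normalized to buffer and 29 nM porcine relaxin; EC50 by Hill fit.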
D2 antagonist – D2 dopamine receptor (human) antagonism | HEK293 TREx D2 cells, calcium flux, dopamine EC80 | inhibition, % at 10 µM | 340,000 tested, 2% active | AID 485344; in the data active means inhibition above about 30%; further: 0% is about no effect
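Compounds are added to dye-loaded, induced HEK293 T-REx cells coupled to calcium release via D2; after a 3 min kinetic read an EC80 dopamine stimulus is given and fluorescence is recorded for 3 more min.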
D1 antag – blocks dopamine activation of the human D1 receptor. 360,000 tested, 3.2% active. P21728. HEK293 TREx D1 cells, calcium flux, dopamine EC80; hits give low values. AID 504652. activity change, negative = inhibition, % at 10 µM; in the data active means activity change below about -30%; further: on the % scale 0 is the no-effect control and ±100 the full control effect
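Antagonism measured as reduced calcium response to an EC80 dopamine addition following 180 s compound pre-read; cells were inducible HEK293 Trex D1 plated overnight at 30 C, read kinetically at 1 cycle/sec.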
The depositor's hits bear a star; . = no result given; & = joins results of further samples; ! = not active in a repeat. This is a subset; rates above refer to the full screens.

#	smiles	D1 ag	RXFP1 antagonist	TRHR PAM	D2 potentiator	D1 PAM	D2 ag	RXFP1 agonist	D2 antagonist	D1 antag
1	CCOC(=O)c1c(NC(=O)COc2ncnc3sccc23)sc2c1CCC2	3	-12	1	15	3	-0.3	4.3%	-9	18
2	CCOc1ccccc1N1CCN(C(=O)Cc2ccc(S(=O)(=O)N3CCOCC3)s2)CC1	-1	-28	-1	-1	-7	-0.4	1.0%	-8	-10
3	Cc1occc1C(=O)NCc1cccs1	2	0	-3	0	-2	0.9	0.0%	-9	3
4	Cc1ccc(NC(=O)NCCN2CCCCC2)cc1C	5	2	-1	-5	-8	1.0	0.1%	-1	-11
5	CCOc1ccc(CCNC(=O)c2ccc(CS(=O)Cc3ccc(Cl)cc3)o2)cc1OCC (configuration not stated)	1	8	-2	-6	-8	-1.5	-2.3%	-15	3
6	Cc1cccc(N2CCN(C(=O)CCn3c(=O)c4cccn4c4cccnc43)CC2C)c1 (configuration not stated)	0	-8	-1	3	-2	.	0.8%	.	-2
7	COc1ccc(N2CC(C(=O)NCCc3ccc(Cl)cc3)CC2=O)cc1 (configuration not stated)	0	6	2	23	2	0.6	2.0%	13	-4
8	CN(Cc1ccccc1NS(=O)(=O)c1ccc(Cl)cc1)C1CCCCC1	2	-3	-4	-2	-5	1.0	1.2%	-12	43
9	CSc1cccc(NC(=O)CNC(=O)C2CCCCC2)c1	0	6	8	6	-13	-0.5	0.9%	15	-6
10	O=S(=O)(c1ccc(N2CCN(S(=O)(=O)c3ccccc3)CC2)nc1)N1CCCC1	4	-2	6	.	1	.	3.6%	.	4
11	Cc1ccc(C(=O)NNC(=O)c2ccoc2C)s1	3	3	14	9	2	-0.2	0.3%	-13	4
12	COc1cc(NS(=O)(=O)c2ccc(NC(=S)NC(=O)c3ccc(Br)cc3)cc2)ncn1	0	-12	-6	0	-3	-0.3	3.9%	17	-9
13	O=C(C1CC1)N1CCc2cc(S(=O)(=O)NCc3ccccc3)ccc21	11	4	3	-8	-2	-1.6	-0.5%	-3	-3
14	CC(=O)Nc1cc(C(=O)N(C)Cc2ccccc2)ccc1S(=O)(=O)c1ccc(C)cc1	0	5	-8	5	4	0.6	-0.8%	-7	-8
15	COc1ccc(-c2nnc3n2C(C)(C)Cc2cc(OC)c(OC)cc2-3)cc1	0	.	0	-5	-3	-0.1	3.9%	-5	-8
16	CCOc1ccccc1N(CC(=O)NCCSc1ccccc1)S(=O)(=O)c1ccccc1	13	1	-5	6	-2	1.4	-6.2%	.	-7
17	CC1CCCC(C)N1CCCNC(=O)C1CCCN(c2ncnc3c2nc2n3CCCCC2)C1 (configuration not stated)	3	1	0	1	4	0.4	-1.3%	-9	0
18	CCOc1ccc(CCNC(=O)C(CC)n2nc(C)n3c(cc4sccc43)c2=O)cc1OCC (configuration not stated)	9	2	2	4	-2	1.6	1.9%	-26	5
19	O=C(O)c1ccccc1OCCOc1ccccc1	2	0	-2	-6	-1	-1.7	0.9%	-13	10
20	CCOC(=O)c1sc(N)c(C#N)c1CSc1nnc(C2CCCCC2)n1N	0	-14	-2	16	-5	0.3	-1.5%	-4	-12
21	CC1=C(C(=O)NCc2ccccc2F)C2(CCCCC2)OC1=O	-1	.	0	.	-1	0.4	-0.9%	.	-9
22	COc1ccc(/C=C(/NC(=O)c2ccccc2)c2nc3ccccc3[nH]2)cc1OC	3	-7	-1	-2	8	0.8	-0.9%	12	-7
23	N=c1sccn1CC(=O)NC(=O)NC1CCCC1	3	10	-5	3	-5	1.1	1.8%	-2	6
24	CCOc1ccccc1C(=O)NC(CO)C(=O)O (configuration not stated)	2	-1	0	10	-2	0.2	1.7%	-6	10
25	CC(C)CCNC(=O)Cc1ccc(Nc2nc(=S)[nH]c3ccccc23)cc1	1	-16	-2	0	-2	4.1	3.7%	-1	-5

Carrying on:
#	smiles	D1 ag	RXFP1 antagonist	TRHR PAM	D2 potentiator	D1 PAM	D2 ag	RXFP1 agonist	D2 antagonist	D1 antag
26	O=C(O)c1ccc(NS(=O)(=O)c2ccc(N3CCCC3)c([N+](=O)[O-])c2)cc1	6	6	0	3	1	-0.3	-1.7%	-1	-6
27	CCOC(=O)CCC(=O)NCc1ccc2[nH]c(C)cc2c1	0	-1	5	-3	-5	0.4	-4.2%	3	-4
28	COc1ccc(S(=O)(=O)NCC2CCCN(C(=O)C3CCCC3)C2)cc1 (configuration not stated)	2	2	-5	3	-9	-1.6	0.4%	17	-29
29	CCOc1ccccc1NC(=O)C1CCN(C(=O)c2cccs2)CC1	1	-12	2	0	0	0.0	3.5%	-5	-3
30	COC(=O)C(Cc1ccc(O)cc1)NC(=O)C12CC3CC(CC(C3)C1)C2 (configuration not stated)	4	-9	-3	8	-6	-0.4	0.9%	-14	.
31	Cc1cccc(CSc2cn(CC(=O)N3CCOCC3)c3ccccc23)c1	2&2	-20&1	0&3	0&9	1&-4	-0.4	-0.2%&0.6%	35*	-33*!
32	Cc1nn(C(=O)c2ccco2)c(C)c1Sc1ccc([N+](=O)[O-])cc1	5	6	-3	-6	6	0.4	0.3%	-11	7
33	CN(C)C(=O)N1CCC(C(=O)NCc2ccccc2)CC1	3	-2	34*	-1	-2	0.2	-0.7%	-27	-18
34	Cc1occc1-c1nnc(SCC(=O)N2CCN(c3ccccc3F)CC2)n1C	0	.	-8	-8	-7	0.9	-0.2%	4	9
35	CCCN1CCc2nc(N3CCN(c4ncccn4)CC3)ncc2C1	3	-15	0	-17	0	.	0.2%	.	-13
36	Cn1cnnc1SCC(=O)NCCC(c1ccccc1)c1ccccc1	-1	0	1	6	-2	0.7	-1.9%	11	7
37	O=C(CNS(=O)(=O)c1cccs1)N1CCN(c2cccc(C(F)(F)F)c2)CC1	6	.	-3	-10	-5	.	-1.7%	.	-18
38	O=C(CSc1nncs1)Nc1ccc2c(c1)OCCO2	0	-2	-6	19	-2	.	-0.3%	.	4
39	CC(Oc1cc2oc(=O)c3c(c2cc1Cl)CCC3)C(=O)NCc1ccccn1 (configuration not stated)	0	-11	0	-4	-1	-1.2	4.2%	0	-10
40	Cc1cc(NN)nc(NS(=O)(=O)c2ccccc2Cl)n1	1	4	5	8	5	-1.1	0.0%	0	14
41	N#Cc1cn(Cc2ccncc2)c(=O)[nH]c1=O	2	-6	4	0	-4	0.4	0.1%	-5	11
42	COc1cccc(CN2CC(C(=O)NCCCn3ccnc3C)CCC2=O)c1 (configuration not stated)	1	-5	-4	-1	-3	1.4	-0.4%	-2	-6
43	O=CN1CCCN(C(=O)CC2C(=O)NCCN2Cc2cccc(Oc3ccccc3)c2)CC1 (configuration not stated)	4	5	-7	2	2	2.8	0.8%	3	-19
44	Cc1ccc2c(c1)C(O)(CC(=O)c1ccc3c(c1)OCO3)C(=O)N2 (configuration not stated)	6	-4	-4	-3	-12	7.6	-0.3%	15	-12
45	O=C(CN1C(=O)CSC1=O)Nc1ccccc1F	2	0	5	9	10	2.1	0.3%	-4	-9
46	Cc1ccc(SCC(=O)Nc2cccc(C(=O)NC(C)(C)C)c2)cc1	2	3	-6	-6	-3	-0.5	0.6%	-2	11
47	Cc1ccc(S(=O)(=O)/N=C(/Sc2ccccc2C(=O)O)c2ccccc2)cc1	5	3	1	-28	-3	1.4	-0.2%	-12	-2
48	Cc1c(Cl)cnn1CC(=O)NC1C(=O)N2C(C(=O)O)=C(CSc3nnnn3C)CSC12 (configuration not stated)	1	-23	-12	15	-7	0.4	1.8%	-4	-19
49	COc1ccccc1CC(NC(C)=O)C(=O)N1CCN(C(=O)Nc2ccccc2Cl)CC1 (configuration not stated)	2	10	-2	10	6	-0.8	-0.4%	12	-7
50	CCOC(=O)c1cc(CC)sc1NC(=O)COc1ccccc1C	4	.	3	-18	0	-0.7	0.3%	.	-6

6 entries from above in another layout.
Values in the order – D1 ag, RXFP1 antagonist, TRHR PAM, D2 potentiator, D1 PAM, D2 ag, RXFP1 agonist, D2 antagonist, D1 antag
39	CC(Oc1cc2oc(=O)c3c(c2cc1Cl)CCC3)C(=O)NCc1ccccn1 (configuration not stated)
  0, -11, 0, -4, -1, -1.2, 4.2%, 0, -10
40	Cc1cc(NN)nc(NS(=O)(=O)c2ccccc2Cl)n1
  1, 4, 5, 8, 5, -1.1, 0.0%, 0, 14
45	O=C(CN1C(=O)CSC1=O)Nc1ccccc1F
  2, 0, 5, 9, 10, 2.1, 0.3%, -4, -9
42	COc1cccc(CN2CC(C(=O)NCCCn3ccnc3C)CCC2=O)c1 (configuration not stated)
  1, -5, -4, -1, -3, 1.4, -0.4%, -2, -6
34	Cc1occc1-c1nnc(SCC(=O)N2CCN(c3ccccc3F)CC2)n1C
  0, ., -8, -8, -7, 0.9, -0.2%, 4, 9
33	CN(C)C(=O)N1CCC(C(=O)NCc2ccccc2)CC1
  3, -2, 34*, -1, -2, 0.2, -0.7%, -27, -18

Carrying on.
#	smiles	D1 ag	RXFP1 antagonist	TRHR PAM	D2 potentiator	D1 PAM	D2 ag	RXFP1 agonist	D2 antagonist	D1 antag
51	Cc1onc(-c2ccccc2Cl)c1C(=O)NCc1ccccc1	-3	22	-1	-8	2	0.8	0.1%	5	-6
52	O=C(CC(CC(=O)c1ccccc1)C(=O)O)c1ccccc1	-1	-7	6	21	3	0.3	-2.7%	-42	-16
53	CCOC(=O)c1c(NC(=O)CSc2nc3ccccc3c(=O)n2-c2ccc(F)cc2)sc(C(C)=O)c1C	0	2	-4	5	-1	2.9	1.3%	1	-2
54	O=C(CCn1c(=O)oc2ccccc21)NC1=NCCS1	0	-4	2	-7	-4	0.0	-3.3%	-13	1
55	CC(C)c1ccccc1NC(=S)NCc1ccccc1F	0	14	0	12	-6	-1.1	0.1%	0	-8
56	COc1ccc(CN2C(=O)c3ccccc3C2C(=O)NCC2CCCO2)c(OC)c1 (configuration not stated)	1	-3	-1	4	-2	-0.8	3.5%	-1	18
57	C/C(=N\NC(=O)C1CC1)c1ccc(C)c(C)c1	1	6	0	9	0	0.0	-0.7%	-8	-3
58	CCOC(=O)Cn1c(=NC(=O)c2ccc([N+](=O)[O-])s2)sc2ccccc21	6	-4	-3	0	-4	1.5	2.9%	-9	10
59	CC1Cc2nc(SCC(=O)Nc3nccs3)n(C)c(=O)c2S1 (configuration not stated)	1	.	3	4	-1	-2.1	2.7%	0	1
60	O=C(CCN1C(=O)c2ccccc2S1(=O)=O)NCc1ccc(F)cc1	6	-9	0	7	-10	0.2	0.2%	-11	-5
61	CCn1c(SCC(=O)N2CCN(c3ccccc3F)CC2)nnc1-c1ccoc1C	4	-5	0	22	-6	-1.0	-0.1%	-1	-1
62	CCOc1ncccc1C(=O)NCCN1C(=O)S/C(=C/c2cccs2)C1=O	9	-1	-1	.	-5	.	-0.1%	.	-3
63	Cc1ccc(C)c(Cn2c(=O)n(C)c(=O)c3sccc32)c1	7	3	16	-1	3	0.3	2.3%	-11	-11
64	COc1ccc(CN2C(=O)c3cccnc3C2=O)cc1S(=O)(=O)NCc1ccc(C)o1	1	21	-3	-7	1	1.2	16µM*	3	0
